# sdo1 growth: growth rescue of sdo1-depleted yeast, primary screen, S. cerevisiae, bone marrow failure model | S. cerevisiae sdo1-depleted JHY4D growth rescue, OD600 30 h; active compounds read high; pdr5 snq2 efflux-pump mutant strain | z-score at 10 µM | 140,000 compounds, 0.21% hits | AID 817, 2007;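 active = z-score above 3 at both the 24 hr and the 30 hr optical density reads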;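 note: z-score against mean and SD of all compound wells on the same plate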
# Insulin prom inh: inhibitors of insulin promoter-driven GFP, primary screen, imaging, TRM-6 cells (human fetal islet line), eGFP reporter, cell count. reporter expression induced with tamoxifen. 130,000 compounds, 0.9% hits. inhibition, % at 2 µM. AID 1273, 2008;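 active = inhibition above the mean plus 3 SD, with well images judged a real hit on visual review, cut at about 60% in these data, passing the limit was not always enough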
# sdo1 growth Rescue 24 h: second read-out of sdo1 growth, no call of its own (marks repeat the call); z-score; S. cerevisiae sdo1-depleted JHY4D growth rescue, OD600; measured here: growth rescue at 24 h;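 0 is the plate mean of compound wells and units are plate SD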
# * = called active by the depositor; / = no result given. Hits appear at their usual frequency; 0.92% or so of the library scored in one or more.
# The line under a structure holds: sdo1 growth	sdo1 growth Rescue 24 h	Insulin prom inh
- CCOC(=O)CN1c2ccccc2NC(=O)CC1C (configuration not stated)
  0.94	0.59	/
- O=C(NC1CC1)c1cc(-c2ccccn2)nc2ccccc12
  1.05	1.14	-44.1
- CCCN1CCN(CCCNC(=O)C2CCCN(c3nc4ccc(OCC)cc4s3)C2)CC1 (configuration not stated)
  -0.36	-0.76	-10.0
- CC(=O)CSc1nnc(-c2ccc(S(=O)(=O)N3CCC(C)CC3)cc2)o1
  /	/	-350.0
- C=CCNC(=S)Nc1ccccc1
  0.88	0.13	-32.1
- Cc1cc(C)n(C(=O)c2ccc([N+](=O)[O-])c(Cl)c2)n1
  0.2	0.47	-5.4
- O=C(NCC1(c2ccccc2)CCCC1)c1ccccc1Br
  -1.25	-1.52	-42.9
- O=C(/C=C\NCC(=O)c1ccccc1)c1ccc(F)cc1
  0.09	-0.91	/
- Cc1cc(C(=O)CSc2nnc(-c3ccc(F)cc3)o2)c(C)n1CC1COc2ccccc2O1 (configuration not stated)
  0.31	0.98	-7.7
- Cc1c(C)c2ccc(Oc3ccc([N+](=O)[O-])cc3C(F)(F)F)c(C)c2oc1=O
  -0.47	-0.41	/
- COc1cc(-c2nc3oc4ccccc4c(=O)c3c(=O)n2Cc2ccco2)cc(OC)c1OC
  0.31	0.01	-6.1
- Cc1cc(OCCN2CCOCC2)nc2ccccc12
  0.35	-0.43	-45.5
- Cc1cccc(S(=O)(=O)c2c(N)n(Cc3ccco3)c3nc4ccccc4nc23)c1
  0.12	0.49	-5.6
- CCOC(=O)Nc1c(C(=O)OC)[nH]c2cc(OC)ccc12
  /	/	7.7
- O=C(NCCN1CCOCC1)C(=O)NCc1ccc2c(c1)OCO2
  /	/	28.2
- C=CCn1c(C(C)C)nc2ccccc21
  /	/	33.3
- Cc1onc(-c2c(Cl)cccc2Cl)c1C(=O)NC(=S)Nc1sc2c(c1C(N)=O)CCC(C)C2 (configuration not stated)
  0.05	1.48	11.8
- O=C(Nc1nc(-c2ccccc2)cs1)c1cccc(S(=O)(=O)N2CCN(Cc3ccccc3)CC2)c1
  -0.61	-0.05	-48.0
- NS(=O)(=O)c1ccc(NCc2ccccc2OCc2ccc(F)cc2)cc1
  -1.38	-1.79	/
- CC1CC1c1ccc(/C=C(\C#N)C(=O)Nc2cccc(Cl)c2Cl)o1 (configuration not stated)
  -0.11	-0.2	/

# Reformatted with values ahead of the structure: 2 of the compounds above
sdo1 growth,sdo1 growth Rescue 24 h,Insulin prom inh,mol
0.12,0.49,-5.6,Cc1cccc(S(=O)(=O)c2c(N)n(Cc3ccco3)c3nc4ccccc4nc23)c1
/,/,33.3,C=CCn1c(C(C)C)nc2ccccc21

# (continued)
# The line under a structure holds: sdo1 growth	sdo1 growth Rescue 24 h	Insulin prom inh
- COc1cccc(OCCCn2cc(/C=C3/C(=N)N4C=C(C)SC4=NC3=O)c3ccccc32)c1
  1.04	2.07	-82.8
- N#CC(c1ccc(Cl)cc1)c1ccc2c(C(F)(F)F)cc(C(F)(F)F)nc2n1 (configuration not stated)
  -1.53	-0.55	-40.6
- CC(=O)C1=C(C)NC(SCC(=O)c2ccc(C)cc2)=C(C#N)C1c1ccco1 (configuration not stated)
  -0.49	-0.43	-31.6
- COc1c(Cl)cc(C(=O)Nc2ccccc2C(=O)O)cc1Cl
  1.45	2.05	23.3
- COc1ccc(O)c(C=Nc2cc(NC(C)=O)c(Cl)cc2Cl)c1
  0.62	0.24	15.4
- CCOC(=O)c1c(NC(=O)CSc2c[nH]c3ccccc23)sc2c1CCCC2
  -0.77	-0.19	-9.5
- CC(C)C(C(=O)NCc1ccco1)N(C(=O)CNS(=O)(=O)c1ccc(Cl)cc1)C1CCCC1 (configuration not stated)
  0.77	1.59	/
- Cc1ccccc1NC(=O)CN(C)S(=O)(=O)c1cccc2cccnc12
  0.48	0.2	/
- O=C(Cn1cncn1)NCc1ccccc1Br
  -0.07	-0.01	2.0
- Cc1noc(C)c1CSc1nc2cc(S(=O)(=O)N3CCOCC3)ccc2o1
  -0.96	-0.96	-41.3
- CC(c1ccccc1)n1cc(C(=O)NCCCn2ccnc2)nn1 (configuration not stated)
  -0.1	-0.96	4.5
- COc1cccc(CNCc2ccccn2)c1OC
  2.53	1.82	/
- Cc1nn(-c2ccccc2)c2c1C(c1ccc(Br)s1)C(C#N)=C(N)O2 (configuration not stated)
  /	/	0.0
- S=C(Nc1ccc(Cl)cc1)N1CCN(C2CCCCC2)CC1
  0.12	0.09	/
- COC(=O)C(NS(=O)(=O)c1ccc(NC(C)=O)cc1)C(C)C (configuration not stated)
  0.62	0.35	/
- Cc1ccc(C(=O)/C=C/c2c[nH]c3ccccc23)cc1
  -1.83	-0.77	-10.0
- Cn1c(C(=O)O)c(C=O)c2ccccc21
  /	/	8.1
- NNc1nccc(Nc2ccccc2C(=O)O)n1
  1.17	0.67	-5.9
- CN(c1cccc(NC(=O)CN(c2cccc(Cl)c2)S(=O)(=O)c2ccc(Cl)cc2)c1)S(C)(=O)=O
  -0.58	-0.64	28.6
- COc1ccc(N=C2SC(CC(=O)Nc3ccccc3)C(=O)N2CCc2ccccn2)cc1 (configuration not stated)
  -0.87	-0.32	15.4
- O=C(O)CCCC(=O)Nc1ccc(C(=O)NCc2cccnc2)cc1
  0.61	-0.36	58.6
- CSc1ncc(Cl)c(C(=O)Nc2nnc(SC)s2)n1
  -0.05	-0.23	22.7
- O=C(NNC(=S)Nc1ccc(F)cc1)C1CC1c1ccc(Cl)cc1 (configuration not stated)
  0.49	0.26	-60.0
- CCn1c2c(c3cc(Br)ccc31)CCC/C2=N\O
  -1.87	-0.95	18.9
- O=C1CCC(C(=O)OCc2ccccc2)N1 (configuration not stated)
  0.28	-0.31	20.7
- CCCCc1cc(=O)oc2cc(C)cc(OCc3nn[nH]n3)c12
  0	-0.49	-5.9
- O=C1CC(c2c(F)cccc2Cl)C2=C(COC2=O)N1 (configuration not stated)
  1.73	2.88	-15.6
- COc1cccc(CNn2cnnc2)c1OCc1ccc(F)cc1
  0.48	-0.72	6.2
- COc1ccccc1N1CCN(C(=O)C2CC=CCC2C(=O)O)CC1 (configuration not stated)
  0.45	0.04	-58.0
- CCN(CC)c1nc(Oc2ccc(=O)[nH]n2)nc(N2CCOCC2)n1
  0.37	-0.38	7.9

# Entries of single compounds as entered above. Order of screens: sdo1 growth	sdo1 growth Rescue 24 h	Insulin prom inh
# CCOC(=O)Nc1c(C(=O)OC)[nH]c2cc(OC)ccc12 as listed: /	/	7.7
# COc1cc(-c2nc3oc4ccccc4c(=O)c3c(=O)n2Cc2ccco2)cc(OC)c1OC as listed: 0.31	0.01	-6.1

# Remaining list, next part.
# The line under a structure holds: sdo1 growth	sdo1 growth Rescue 24 h	Insulin prom inh
- O=C(NCc1ccccn1)c1cc2cc(Br)ccc2oc1=O
  0.47	1.62	-17.3
- N/C(=N\OC(=O)Cc1ccc([N+](=O)[O-])cc1)c1ccccn1
  /	/	26.7
- COc1ccc(C(=O)/C=C/c2ccc(OC)c(COc3ccc(F)cc3)c2)cc1
  -0.84	-0.53	3.2
- Cc1ccccc1/C=N/NC(=O)Cn1nnc(N)n1
  0.12	-0.77	24.0
- COc1ccc(C(=O)Nc2ccc(/C(C)=N/NC(=O)c3ccccc3O)cc2)cc1OC
  -0.28	-0.11	16.1
- O=C(Nc1ccc(Cl)cc1C(=O)Nc1ccccn1)c1ccco1
  -2.07	-1.21	8.3
- COc1ccc(C)cc1NC(=O)CN1CCN(S(=O)(=O)c2ccc(Br)cc2)CC1
  -0.92	-0.53	21.4
- Cc1ccc(S(=O)(=O)N(CCC(=O)Nc2ccc(OC(F)(F)F)cc2)c2ccccc2)cc1
  -1.01	0.18	19.2
- Cc1ccc(P(=O)(OCCN2CCOCC2)C(C)(C)C)o1 (configuration not stated)
  -0.17	-0.56	7.1
- COc1cc(C2C(C#N)=C(N)Oc3c2c(-c2ccccc2)nn3-c2ccccc2)cc(OC)c1OC (configuration not stated)
  0.05	0.81	/
- CC(C)C(c1nnnn1CCc1ccccc1)N1CCSCC1 (configuration not stated)
  /	/	-33.3
- CC1Oc2ccccc2N(CC(=O)c2ccc(F)cc2)C1=O (configuration not stated)
  /	/	-50.0
- Cc1ccc(CC(=O)NCc2ccc(F)cc2)cc1
  /	/	14.3
- CC1(C)Cc2c(sc3c2C(=O)N(c2ccccc2)C2=NCCCN23)CO1
  -0.26	-0.02	54.5
- Cc1ccc(NC(=S)NN(C)c2nc(C)cnc2C)cc1
  0.31	0.31	-21.9
- COC(=O)c1ccc(-n2nnnc2SCC(=O)Nc2ccccc2C(=O)OC)cc1
  -1.25	-1.05	/
- O=C(CN(c1ccccc1)S(=O)(=O)c1ccccc1)NCCSc1nc2ccccc2s1
  -0.36	-0.17	/
- COc1cc(NC(=O)CSc2nnc(-c3ccncc3)n2C2CCCCC2)ccc1NC(=O)c1ccco1
  0.42	0.69	14.3
- CCCCOC(=O)n1c(SCC(=O)N(CC)CC)nc2ccccc21
  -0.69	-0.23	-195.2
- CC1=C(C(=O)Nc2ccccc2)C(c2ccc(C)o2)n2c(s/c(=C\c3ccco3)c2=O)=N1 (configuration not stated)
  -0.04	-0.24	-61.3

# Random excerpt: 5 compounds from above
# The line under a structure holds: sdo1 growth	sdo1 growth Rescue 24 h	Insulin prom inh
- Cc1ccc(CC(=O)NCc2ccc(F)cc2)cc1
  /	/	14.3
- CCCCOC(=O)n1c(SCC(=O)N(CC)CC)nc2ccccc21
  -0.69	-0.23	-195.2
- COC(=O)c1ccc(-n2nnnc2SCC(=O)Nc2ccccc2C(=O)OC)cc1
  -1.25	-1.05	/
- CC1=C(C(=O)Nc2ccccc2)C(c2ccc(C)o2)n2c(s/c(=C\c3ccco3)c2=O)=N1 (configuration not stated)
  -0.04	-0.24	-61.3
- O=C(CN(c1ccccc1)S(=O)(=O)c1ccccc1)NCCSc1nc2ccccc2s1
  -0.36	-0.17	/

# (continued)
structure	sdo1 growth	sdo1 growth Rescue 24 h	Insulin prom inh
Cn1c(COc2ccccc2)nnc1SCc1cc(=O)[nH]c2ccccc12	-0.63	-1.5	/
CC(=O)Nc1ccccc1C(=O)N1CCc2ccccc21	-0.21	-0.39	42.9
CCn1c(SC/C=C/c2ccccc2)nnc1-c1cccs1	-1.05	-0.54	-190.9
CS(=O)(=O)n1nc(-c2ccccc2)nc1N	-0.19	-0.64	/
CCOC(=O)c1sc(N(C)C(C)=O)nc1C	-0.24	-0.9	8.3
COc1ccc(C2(C(=O)NCCCN3CCOCC3)CCOCC2)cc1	0.42	-0.49	21.4
CC1CSc2nnc(CCc3ccccc3)n21 (configuration not stated)	0.51	0.39	/
O=C(CCCOc1ccc(Cl)cc1Cl)N/N=C/c1ccccc1O	-1.68	-0.85	/
[O-]/[N+](=C/c1cccnc1)c1ccc(Br)cc1	0.04	-0.57	/
COc1cccc(NC(=O)Cn2cnc3sc(C)c(S(=O)(=O)N4CCN(C)CC4)c3c2=O)c1	0.46	0.79	-50.0
CCOc1ccc2c(c1)/C(=C(\C(Cl)=C(Cl)Cl)[N+](=O)[O-])N2	/	/	-376.5
O=C(NC1CC1)c1cc(F)c(F)cc1Cl	0.35	0.27	/
Cn1c(C(=O)NCC2CCCO2)cc2c(=O)[nH]c3ccccc3c21 (configuration not stated)	0.54	0.01	71.4
COc1ccccc1N1CCN(C(=O)CSc2nc3ccccc3c(=O)n2CC2CCCO2)CC1 (configuration not stated)	-0.95	-0.44	/
CCN(CC)CC(=O)Nc1sc(C)c(C)c1C(=O)c1ccc(C)cc1	/	/	-26.7
Clc1ccc2nc(CN3CCCc4ccccc43)cn2c1	-3.03	-2.03	-14.3
O=C(c1ccc(Cl)c(Cl)c1)N1CCC(=O)N(C(COCc2cccc(Cl)c2)Cc2ccccc2)CC1 (configuration not stated)	-1.12	-1.23	-40.9
Cc1c(C(c2cc3c(cc2Br)OCO3)c2c(C)n(C)n(-c3ccccc3)c2=O)c(=O)n(-c2ccccc2)n1C	1.13	1.01	-233.3
COc1cc(OC)c(C2N(C)c3ccccc3N2C)cc1OC	0.79	0.66	41.7
CN1CCN(CCCNC(=O)c2cc3c(=O)n(C)c4ccccc4c3s2)CC1	-0.07	-0.53	/
Cn1c(Cc2ccccc2)nnc1SCC(=O)N1CCN(c2ccccc2)CC1	0.86	-0.1	-142.7
O=Nc1c(O)n(Cc2c(Cl)cccc2Cl)c2ccccc12	-1.21	-0.19	-72.0
Cc1ccc(C)c2[nH]c(=O)c(C(c3nnnn3C3CCCC3)N3CCOCC3)cc12 (configuration not stated)	-0.17	-0.16	0.0
CC(C)c1cc(N2CCC(=O)NC2=O)cc(C(=O)O)c1O	1.6	1.69	-35.7
CCSc1nnc(NC(=O)c2csc(C)c2)s1	-1.31	-0.44	-287.5
O=S(=O)(Nc1ccc2c(c1)nc1n2CCN(Cc2ccccc2)C1)c1ccc(F)cc1	0.48	1	/
CCC(C)(C)NC(=O)C(c1cccn1C)N(Cc1ccc(OC)cc1)C(=O)Cn1nnc2ccccc21 (configuration not stated)	-0.91	0.92	40.5
CC1CCc2c(sc(NC(=O)CSc3ncnc4c3cnn4-c3ccccc3Cl)c2C#N)C1 (configuration not stated)	-0.26	0.3	-34.3
CCN(CC)c1ccc(NC(=O)c2ccccc2Br)cc1S(=O)(=O)Nc1ccccc1OC	-1.26	-0.21	-16.9
